Source: PubChem BioAssay
PLAP inhibition – inhibition of human placental alkaline phosphatase – biochemical, luminescence, HTS (AID 690); purified PLAP, luminescent substrate; higher % means a stronger effect; one-dose inhibition, % at 20 µM; IC50 in µM for titrated hits; actives 0.08% (n = 96,000); in the data active = a potency from the dose series; inactive = the rest, 99 in 100 with inhibition below about 30%; note: strong numbers were not always called active
NFkB transloc pot – enhances IL-1B driven NFkB nuclear translocation; AID 819; activation, % at 2 µM; actives 0.3% (n = 94,000); HUVEC IL-1B NFkB p65 nuclear translocation imaging;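 active = activation above 40%, about the mean plus 3 SD, also judged a hit on visual image review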;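 note: percent activation is computed from the nuclear over cytoplasmic p65 intensity ratio; values of inactives mirror those of a sister screen read the other way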
Bcl-B TR3 displacers – displacers of TR3 peptide from Bcl-B, primary screen, selectivity assay for Bfl-1 inhibitor project, biochemical, fluorescence polarization; FP displacement of FITC-TR3 peptide from Bcl-B; higher % means a stronger effect; displacement, % at 20 µM, or IC50 in µM where a hit was titrated; actives 0.11% (n = 96,000); AID 748;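 active = displacement above 50% at 20 µM plus a fluorescence interference ratio under 1.5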;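 note: plate controls were wells without compound for no effect and wells lacking Bcl-B protein for full effect; a part of the inactive calls stands beside numbers as strong as those of hits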
MRP resist rev – reverses drug resistance mediated by MRP | actives 0.04% (n = 85,000) | differential viability (reversal), % at 10 µM | H69AR cells + 2 uM doxorubicin, CellTiter-Glo, 72 h;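 active = viability drop by adding the cancer drug above about 55%, with treated viability meeting a 40% cutoff, limit read from the data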;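 note: viability without doxorubicin minus viability with 2 µM doxorubicin for each compound; larger differential means the compound sensitizes cells more to doxorubicin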
IL1B NFkB inh – blocks IL-1B driven NFkB nuclear translocation in HUVEC cells. HUVEC IL-1B NFkB p65 nuclear translocation imaging. inhibition, % at 2 µM. actives 0.43% (n = 94,000). AID 796;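 active = inhibition above about 30% together with a positive call from visual inspection of the well image, limit read from the data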;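 note: nuclear over cytoplasmic p65 intensity ratio measured by imaging; 0% = IL-1B stimulated DMSO wells and 100% = unstimulated DMSO wells; values of inactives mirror those of a sister screen read the other way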
MRP resist rev cytotoxicity – second read-out of MRP resist rev, no call of its own (marks repeat the call); viability, %; H69AR cells, CellTiter-Glo, 72 h; measured here: cytotoxicity without doxorubicin
MRP resist rev with doxorubicin – further read-out of MRP resist rev, marked with its call; viability, %; measured here: viability with 2 uM doxorubicin; stronger effect = lower value
IL1B NFkB inh cell count 2 µM – also measured in IL1B NFkB inh; calls as there; cell count; measured here: cells passing quality filter;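 raw number of nuclei counted in each imaged well without normalization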
NFkB transloc pot cell count 2 µM – second read-out of NFkB transloc pot, no call of its own (marks repeat the call); cell count; measured here: cells passing quality filter
* hit, by the source's call. Not all compounds are listed; count on the stated rates, not on these rows.

`CCOC(=O)c1ccc(S(=O)(=O)N2CCN(C)CC2)cc1` gave PLAP inhibition -24%, NFkB transloc pot -16, Bcl-B TR3 displacers 0%, MRP resist rev -17, IL1B NFkB inh 16, MRP resist rev cytotoxicity 88, MRP resist rev with doxorubicin 105, IL1B NFkB inh cell count 2 µM 52 and NFkB transloc pot cell count 2 µM 52.
Screening COc1ccc(-c2cc(=O)c3ccccc3s2)cc1 returned PLAP inhibition 27%, NFkB transloc pot 5, Bcl-B TR3 displacers 7%, MRP resist rev -12, IL1B NFkB inh -5, MRP resist rev cytotoxicity 63, MRP resist rev with doxorubicin 75, IL1B NFkB inh cell count 2 µM 167 and NFkB transloc pot cell count 2 µM 167.
For CCCN(c1nc(C)cc(OC)n1)S(=O)(=O)c1ccccc1 the results were PLAP inhibition 2%, NFkB transloc pot -7, Bcl-B TR3 displacers -10%, MRP resist rev 13, IL1B NFkB inh 7, MRP resist rev cytotoxicity 90, MRP resist rev with doxorubicin 77, IL1B NFkB inh cell count 2 µM 130 and NFkB transloc pot cell count 2 µM 130.
`CC(C)NC(=O)Cn1nc(C(F)(F)F)c2c1CCC2` gave NFkB transloc pot -10, MRP resist rev -10, IL1B NFkB inh 10, MRP resist rev cytotoxicity 94, MRP resist rev with doxorubicin 105, IL1B NFkB inh cell count 2 µM 68 and NFkB transloc pot cell count 2 µM 68.
COc1cccc(C(=O)N/N=C(/c2ccccc2)c2ccccn2)c1 was read as PLAP inhibition -19%, NFkB transloc pot 21, Bcl-B TR3 displacers -5%, IL1B NFkB inh -21, IL1B NFkB inh cell count 2 µM 159 and NFkB transloc pot cell count 2 µM 159.
For CC(C)OC(=O)c1c(NS(=O)(=O)c2ccccc2)sc2c1CCCC2 the results were NFkB transloc pot 36, MRP resist rev 18, IL1B NFkB inh -36, MRP resist rev cytotoxicity 92, MRP resist rev with doxorubicin 74, IL1B NFkB inh cell count 2 µM 124 and NFkB transloc pot cell count 2 µM 124.
`CCOC(=O)N1CCN(C(=O)C2CC(c3cc(OC)ccc3OC)=NO2)CC1` (stereo unspecified) gave PLAP inhibition -25%, NFkB transloc pot -2, Bcl-B TR3 displacers -2%, MRP resist rev -6, IL1B NFkB inh 2, MRP resist rev cytotoxicity 73, MRP resist rev with doxorubicin 80, IL1B NFkB inh cell count 2 µM 189 and NFkB transloc pot cell count 2 µM 189.
For COc1cccc(C2=NOC(C(=O)NC(C)(C)C)C2)c1 (stereo unspecified) the results were PLAP inhibition 7%, NFkB transloc pot -8, Bcl-B TR3 displacers -2%, MRP resist rev 7, IL1B NFkB inh 8, MRP resist rev cytotoxicity 98, MRP resist rev with doxorubicin 91, IL1B NFkB inh cell count 2 µM 115 and NFkB transloc pot cell count 2 µM 115.
For CC(C)/C=C1\CCCCC1N(C)C(=O)NC(C)C (stereo unspecified) the results were PLAP inhibition -33%, NFkB transloc pot 8, Bcl-B TR3 displacers 0%, MRP resist rev 12, IL1B NFkB inh -8, MRP resist rev cytotoxicity 101, MRP resist rev with doxorubicin 89, IL1B NFkB inh cell count 2 µM 113 and NFkB transloc pot cell count 2 µM 113.
`CCCNC(=O)CCc1c(C)nc2nc(-c3cc(OC)cc(OC)c3)nn2c1C` gave PLAP inhibition -85%, NFkB transloc pot 3, Bcl-B TR3 displacers 3%, MRP resist rev -5, IL1B NFkB inh -3, MRP resist rev cytotoxicity 86, MRP resist rev with doxorubicin 91, IL1B NFkB inh cell count 2 µM 62 and NFkB transloc pot cell count 2 µM 62.
For CC(=O)C1C(c2cccc(F)c2)NC(=O)NC1(O)C(F)(F)F (stereo unspecified) the results were PLAP inhibition 10%, NFkB transloc pot 8, Bcl-B TR3 displacers -15%, MRP resist rev -2, IL1B NFkB inh -8, MRP resist rev cytotoxicity 104, MRP resist rev with doxorubicin 106, IL1B NFkB inh cell count 2 µM 120 and NFkB transloc pot cell count 2 µM 120.
For CC(=O)Nc1ccc(S(=O)(=O)N2CCN(C(=O)c3ccccc3F)CC2)cc1 the results were NFkB transloc pot 11, MRP resist rev -3, IL1B NFkB inh -11, MRP resist rev cytotoxicity 85, MRP resist rev with doxorubicin 89, IL1B NFkB inh cell count 2 µM 85 and NFkB transloc pot cell count 2 µM 85.
For COC(=O)C1CSc2[nH]c(=O)sc2C1c1ccc(OC)c(OC)c1 (stereo unspecified) the results were PLAP inhibition -8%, NFkB transloc pot 5, Bcl-B TR3 displacers 8%, MRP resist rev 5, IL1B NFkB inh -5, MRP resist rev cytotoxicity 82, MRP resist rev with doxorubicin 77, IL1B NFkB inh cell count 2 µM 156 and NFkB transloc pot cell count 2 µM 156.
NC(=O)C1CCN(C(c2ccccc2)c2nnnn2C2CCCC2)CC1 (stereo unspecified) was read as NFkB transloc pot 24, MRP resist rev -9, IL1B NFkB inh -24, MRP resist rev cytotoxicity 80, MRP resist rev with doxorubicin 89, IL1B NFkB inh cell count 2 µM 134 and NFkB transloc pot cell count 2 µM 134.
Screening CC(C)(C)NC(=O)C(=O)NNC(=O)c1ccccc1 returned PLAP inhibition -76%, NFkB transloc pot 5, Bcl-B TR3 displacers -4%, IL1B NFkB inh -5, IL1B NFkB inh cell count 2 µM 157 and NFkB transloc pot cell count 2 µM 157.
`CN1C(=O)C(CC(N)=O)N(NC(=O)c2ccc(Cl)cc2)C1=S` (stereo unspecified) gave PLAP inhibition 5%, NFkB transloc pot 11, Bcl-B TR3 displacers -2%, MRP resist rev 14, IL1B NFkB inh -11, MRP resist rev cytotoxicity 98, MRP resist rev with doxorubicin 84, IL1B NFkB inh cell count 2 µM 170 and NFkB transloc pot cell count 2 µM 170.
Nc1nc2n(n1)C(c1cccs1)CC(c1ccccc1)N2 (stereo unspecified) was read as PLAP inhibition -7%, NFkB transloc pot 3, Bcl-B TR3 displacers 8%, MRP resist rev -2, IL1B NFkB inh -3, MRP resist rev cytotoxicity 86, MRP resist rev with doxorubicin 88, IL1B NFkB inh cell count 2 µM 128 and NFkB transloc pot cell count 2 µM 128.
`CC(C)OC(=O)CSc1nnc(-c2cccnc2)n1Cc1ccccc1` gave PLAP inhibition 7%, NFkB transloc pot -7, Bcl-B TR3 displacers 0%, MRP resist rev -2, IL1B NFkB inh 7, MRP resist rev cytotoxicity 85, MRP resist rev with doxorubicin 87, IL1B NFkB inh cell count 2 µM 163 and NFkB transloc pot cell count 2 µM 163.
For CCOC(=O)Cn1c(-c2cccnc2Cl)nc2cc(C)c(C)cc21 the results were PLAP inhibition 13%, NFkB transloc pot -7, Bcl-B TR3 displacers -3%, IL1B NFkB inh 8, IL1B NFkB inh cell count 2 µM 129 and NFkB transloc pot cell count 2 µM 129.
`CSc1ccc(Cl)c(C(=O)NCC(C)C)c1` gave PLAP inhibition -9%, NFkB transloc pot -3, Bcl-B TR3 displacers -2%, MRP resist rev 7, IL1B NFkB inh 3, MRP resist rev cytotoxicity 105, MRP resist rev with doxorubicin 98, IL1B NFkB inh cell count 2 µM 135 and NFkB transloc pot cell count 2 µM 135.

Taken from above, five compounds:
`CN1C(=O)C(CC(N)=O)N(NC(=O)c2ccc(Cl)cc2)C1=S` (stereo unspecified) gave PLAP inhibition 5%, NFkB transloc pot 11, Bcl-B TR3 displacers -2%, MRP resist rev 14, IL1B NFkB inh -11, MRP resist rev cytotoxicity 98, MRP resist rev with doxorubicin 84, IL1B NFkB inh cell count 2 µM 170 and NFkB transloc pot cell count 2 µM 170.
Nc1nc2n(n1)C(c1cccs1)CC(c1ccccc1)N2 (stereo unspecified) was read as PLAP inhibition -7%, NFkB transloc pot 3, Bcl-B TR3 displacers 8%, MRP resist rev -2, IL1B NFkB inh -3, MRP resist rev cytotoxicity 86, MRP resist rev with doxorubicin 88, IL1B NFkB inh cell count 2 µM 128 and NFkB transloc pot cell count 2 µM 128.
`CC(C)OC(=O)CSc1nnc(-c2cccnc2)n1Cc1ccccc1` gave PLAP inhibition 7%, NFkB transloc pot -7, Bcl-B TR3 displacers 0%, MRP resist rev -2, IL1B NFkB inh 7, MRP resist rev cytotoxicity 85, MRP resist rev with doxorubicin 87, IL1B NFkB inh cell count 2 µM 163 and NFkB transloc pot cell count 2 µM 163.
For CCOC(=O)Cn1c(-c2cccnc2Cl)nc2cc(C)c(C)cc21 the results were PLAP inhibition 13%, NFkB transloc pot -7, Bcl-B TR3 displacers -3%, IL1B NFkB inh 8, IL1B NFkB inh cell count 2 µM 129 and NFkB transloc pot cell count 2 µM 129.
`CSc1ccc(Cl)c(C(=O)NCC(C)C)c1` gave PLAP inhibition -9%, NFkB transloc pot -3, Bcl-B TR3 displacers -2%, MRP resist rev 7, IL1B NFkB inh 3, MRP resist rev cytotoxicity 105, MRP resist rev with doxorubicin 98, IL1B NFkB inh cell count 2 µM 135 and NFkB transloc pot cell count 2 µM 135.

Further records.
For Nc1ccc(C(=O)c2ccc3c(c2)OCCO3)cc1N the results were NFkB transloc pot 14, MRP resist rev -18, IL1B NFkB inh -14, MRP resist rev cytotoxicity 36, MRP resist rev with doxorubicin 54, IL1B NFkB inh cell count 2 µM 124 and NFkB transloc pot cell count 2 µM 124.
CC(=O)Nc1ccc(S(=O)(=O)N2CCN(Cc3ccccn3)CC2)cc1 was read as PLAP inhibition -10%, NFkB transloc pot 0, Bcl-B TR3 displacers 8%, MRP resist rev 10, IL1B NFkB inh 0, MRP resist rev cytotoxicity 106, MRP resist rev with doxorubicin 97, IL1B NFkB inh cell count 2 µM 122 and NFkB transloc pot cell count 2 µM 122.
`Cc1cc(C)nc(Sc2ccc3nnnn3n2)n1` gave PLAP inhibition 14%, Bcl-B TR3 displacers 1%, MRP resist rev -8, MRP resist rev cytotoxicity 88 and MRP resist rev with doxorubicin 96.
O=C(CSc1nnc(Cc2cc(=O)[nH]c(=O)[nH]2)n1-c1ccc(Cl)cc1)NCC1CCCO1 (stereo unspecified) was read as PLAP inhibition 13%, NFkB transloc pot -4, Bcl-B TR3 displacers -3%, MRP resist rev -7, IL1B NFkB inh 4, MRP resist rev cytotoxicity 93, MRP resist rev with doxorubicin 100, IL1B NFkB inh cell count 2 µM 195 and NFkB transloc pot cell count 2 µM 195.
CCOC(=O)N1CCC(NC(=O)c2cccc3c2C(=O)N(CCOC)C3)CC1 was read as PLAP inhibition -52%, NFkB transloc pot 17, Bcl-B TR3 displacers 4%, MRP resist rev 2, IL1B NFkB inh -17, MRP resist rev cytotoxicity 87, MRP resist rev with doxorubicin 85, IL1B NFkB inh cell count 2 µM 195 and NFkB transloc pot cell count 2 µM 195.
CCc1ccc(NC(=O)Cn2c(=O)n(CCCC(=O)NCc3ccco3)c(=O)c3ccccc32)cc1 was read as PLAP inhibition 10%, NFkB transloc pot -7, Bcl-B TR3 displacers -5%, MRP resist rev -6, IL1B NFkB inh 7, MRP resist rev cytotoxicity 30, MRP resist rev with doxorubicin 35, IL1B NFkB inh cell count 2 µM 152 and NFkB transloc pot cell count 2 µM 152.
`CCOC(=O)c1ccc(Nc2nc(-c3cccnc3)nc3ccccc23)cc1` gave PLAP inhibition -21%, NFkB transloc pot 18, Bcl-B TR3 displacers -33%, IL1B NFkB inh -18, IL1B NFkB inh cell count 2 µM 23 and NFkB transloc pot cell count 2 µM 23.
For COCc1ccccc1Cn1cnc2c1c(=O)n(C)c(=O)n2C the results were PLAP inhibition -17%, NFkB transloc pot 17, Bcl-B TR3 displacers 0%, MRP resist rev 11, IL1B NFkB inh -17, MRP resist rev cytotoxicity 94, MRP resist rev with doxorubicin 84, IL1B NFkB inh cell count 2 µM 165 and NFkB transloc pot cell count 2 µM 165.
For Cc1sc2ncn(CC(=O)NCC(=O)N(C)C3CCCCC3)c(=O)c2c1C the results were PLAP inhibition -49%, NFkB transloc pot 20, Bcl-B TR3 displacers -18%, MRP resist rev 20, IL1B NFkB inh -20, MRP resist rev cytotoxicity 105, MRP resist rev with doxorubicin 85, IL1B NFkB inh cell count 2 µM 69 and NFkB transloc pot cell count 2 µM 69.
For CC(C)n1nnnc1C(c1ccc(F)cc1)N1CCN(C2CCCC2)CC1 (stereo unspecified) the results were PLAP inhibition -76%, Bcl-B TR3 displacers -4%, MRP resist rev 6, MRP resist rev cytotoxicity 105 and MRP resist rev with doxorubicin 99.
